PRC2 inh: blocks human EZH2/PRC2 H3K27 methylation; Q15910; DELFIA TRF, 1 h; inhibition, % at 12.5 µM; 57,000 compounds, 0.35% hits; AID 651548;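 active = mean inhibition of replicates at least 50% and every single replicate also reaching 50%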;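 note: dimethyl H3K27 on biotinylated H3 21-44 peptide detected by antibody; plate controls were median neutral control wells for no effect and median positive control wells for full effect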
IDH1 mut inh: IDH1 R132H (human) inhibition; 70,000 compounds, 0.18% hits; IDH1 R132H reductase, diaphorase/resazurin fluorescence, 60 min; O75874; inhibition, % at 10 µM; AID 624101; in the data active = inhibition above about 34%;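 note: 0% = DMSO and 100% = no enzyme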
Target sequence (O75874 whole entry R132H): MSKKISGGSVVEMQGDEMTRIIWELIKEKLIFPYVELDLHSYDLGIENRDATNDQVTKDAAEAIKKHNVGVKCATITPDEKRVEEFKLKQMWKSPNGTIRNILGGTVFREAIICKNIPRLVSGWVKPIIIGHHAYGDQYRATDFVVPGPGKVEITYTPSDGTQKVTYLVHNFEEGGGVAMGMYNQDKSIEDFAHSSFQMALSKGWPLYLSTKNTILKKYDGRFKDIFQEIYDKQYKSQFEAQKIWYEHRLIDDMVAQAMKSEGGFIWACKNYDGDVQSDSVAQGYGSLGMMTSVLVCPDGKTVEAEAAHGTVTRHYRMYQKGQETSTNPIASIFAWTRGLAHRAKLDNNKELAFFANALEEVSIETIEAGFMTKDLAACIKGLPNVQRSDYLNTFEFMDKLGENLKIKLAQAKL
Starred values were filed as active, the others as inactive; . = no result given. These rows are one share of the data; count on the stated rates, not on these rows.

SMILES	PRC2 inh	IDH1 mut inh
Cc1noc(C)c1S(=O)(=O)Nc1ccc2c(c1)C(=O)N([C@@H](C)CO)C[C@H](C)[C@@H](CN(C)Cc1ccc(Oc3ccccc3)cc1)O2	.	0.3
CO[C@H]1CN(C)C(=O)c2cc(C#N)ccc2OC[C@@H]2O[C@H](CC[C@H]2OC)CCN(C)C(=O)[C@@H]1C	1.5	-0.1
C[C@H](CO)N1C[C@H](C)[C@H](CN(C)C(=O)Nc2ccc(F)cc2)Oc2ncc(C#Cc3ccccc3)cc2C1=O	-5.1	.
CC(C)CC#Cc1cnc2c(c1)C(=O)N([C@H](C)CO)C[C@H](C)[C@H](CN(C)C(=O)CCN1CCCCC1)O2	.	0.3
C[C@H](CO)N1C[C@H](C)[C@H](CN(C)S(=O)(=O)c2ccc(Cl)cc2)Oc2c(NC(=O)Nc3ccc(C(F)(F)F)cc3)cccc2C1=O	.	-0.5
CO[C@@H]1CN(C)C(=O)c2cc(NS(C)(=O)=O)ccc2OC[C@@H](C)N(Cc2ccccn2)C[C@@H]1C	-1.6	0.1
C[C@@H]1CN([C@H](C)CO)S(=O)(=O)c2ccc(-c3ccccc3)cc2O[C@H]1CN(C)C(=O)c1ccccc1F	-22.0	.
O=C(C[C@@H]1CC[C@@H](NC(=O)NC2CCCC2)[C@H](CO)O1)NCc1ccc(F)cc1	-0.3	-0.1
COc1ccccc1NC(=O)N[C@H]1CC[C@H](CC(=O)NCc2ccc(Cl)c(Cl)c2)O[C@@H]1CO	2.1	-0.2
C[C@H](CO)N1C[C@H](C)[C@@H](CN(C)C(=O)CCCN(C)C)OCCCC[C@H](C)Oc2ccc(NC(=O)c3ccccc3)cc2C1=O	1.9	.
C[C@@H]1CN([C@H](C)CO)C(=O)c2cccc(NC(=O)c3ccncc3)c2O[C@H]1CN(C)CC1CC1	-10.2	0.8
COc1cc(Cl)c(C)cc1NC(=O)CN(C)S(=O)(=O)c1ccc(Br)cc1	4.0	0.2
CO[C@H]1CN(C)C(=O)c2cc(NC(=O)NC(C)C)ccc2OC[C@H](C)N(Cc2ccccc2)C[C@@H]1C	-10.3	0.3
Cc1ccc(S(=O)(=O)N(C)C[C@@H]2Oc3c(NC(=O)C4CCOCC4)cccc3C(=O)N([C@@H](C)CO)C[C@H]2C)cc1	-6.6	.
Cc1noc(C)c1NC(=O)N(C)C[C@@H]1Oc2ccc(NC(=O)Nc3ccccc3)cc2C(=O)N([C@@H](C)CO)C[C@H]1C	.	-3.2
Cc1ccc(S(=O)(=O)N(C)C[C@@H]2Oc3ccc(NC(=O)Nc4ccc5c(c4)OCO5)cc3CC(=O)N([C@H](C)CO)C[C@@H]2C)cc1	.	-0.2
COc1ccc(-c2ccc3c(c2)O[C@H](CN(C)C(=O)c2ccccc2F)[C@H](C)CN([C@@H](C)CO)S3(=O)=O)cc1	.	2.2
CCCNC(=O)N(C)C[C@H]1Oc2cc(C3=CCCC3)ccc2S(=O)(=O)N([C@H](C)CO)C[C@H]1C	0.6	7.4
CC(C)CNc1nc(Oc2ccc(=O)[nH]n2)nc(N(C)C)n1	-12.6	0.9
CCCN(C)C[C@H]1Oc2cc(C#Cc3ccccc3F)ccc2S(=O)(=O)N([C@@H](C)CO)C[C@H]1C	-25.0	0.1
CC(=O)N(C)C[C@H]1Oc2cc(C#CC3(O)CCCC3)ccc2S(=O)(=O)N([C@@H](C)CO)C[C@H]1C	-19.0	0.3
Cc1ccccc1-c1nnc(SCC(=O)Nc2cccc(Br)c2)n1C	4.3	-0.4
C[C@@H]1CN([C@@H](C)CO)C(=O)c2cc(C3=CCCCC3)cnc2O[C@@H]1CN(C)Cc1cccnc1	6.9	-1.6
CCCC(=O)Nc1ccc2c(c1)OC[C@@H](C)N(C(=O)Cc1ccccn1)C[C@@H](C)[C@H](OC)CN(C)C2=O	-11.0	0.1
COc1ccccc1-c1cnc2c(c1)C(=O)N([C@H](C)CO)C[C@H](C)[C@@H](CN(C)CC1CCCC1)O2	.	0.0
CO[C@@H]1CN(C)C(=O)c2cc(NS(=O)(=O)CC(F)(F)F)ccc2OC[C@@H](C)N(CC2CCCCC2)C[C@H]1C	2.6	0.0
C[C@H]1CN([C@@H](C)CO)C(=O)c2cc(Br)cnc2O[C@H]1CN(C)S(=O)(=O)c1cccs1	-6.4	.
C[C@@H]1CN([C@@H](C)CO)C(=O)c2cc(NC(=O)CCCN(C)C)ccc2O[C@@H](C)CCCCO[C@@H]1CN(C)Cc1ccc2c(c1)OCO2	.	3.5
O=C(CSc1nnc(-c2ccc([N+](=O)[O-])cc2)n1-c1ccccc1)Nc1ccc(Cl)cc1	-14.3	0.0
C[C@H](CO)N1C[C@H](C)[C@@H](CN(C)Cc2ccc(C(=O)Nc3ccccc3N)cc2)Oc2ccc(NC(=O)C3CC3)cc2C1=O	-11.0	0.0
O=C(Cn1cc(Br)c([N+](=O)[O-])n1)Nc1ccccc1F	-0.5	0.2
Nc1nc(-c2cccnc2)nn1C(=O)c1ccco1	-1.7	0.0
C[C@@H]1CN([C@H](C)CO)C(=O)c2cc(NC(=O)Nc3ccc(F)cc3)ccc2O[C@H]1CN(C)C(=O)Nc1cccc2ccccc12	.	0.6
C[C@@H]1CN([C@@H](C)CO)C(=O)c2cc(NC(=O)CCN3CCOCC3)ccc2O[C@@H]1CN(C)C(=O)Nc1ccccc1	.	0.6
CO[C@@H]1CN(C)C(=O)c2ccc(NC(=O)Nc3ccc(Cl)cc3)cc2OC[C@@H](C)N(C(=O)Nc2c(C)noc2C)C[C@@H]1C	-9.1	0.2
C[C@@H]1CN([C@H](C)CO)C(=O)c2cc(-c3cccc(F)c3)cnc2O[C@H]1CN(C)S(C)(=O)=O	-0.4	-0.5
C=C[C@](C)(CC[C@@]1(C)[C@H](C)C[C@H](O[C@@H]2O[C@@H](C)[C@H](O[C@@H]3O[C@H](COC(C)=O)[C@@H](O)[C@H](O)[C@H]3O)[C@@H](O)[C@H]2O)[C@@]2(C)C(C)=CCC[C@H]12)O[C@@H]1O[C@H](C)[C@H](O[C@@H]2O[C@@H](C)[C@H](O)[C@@H](O)[C@H]2O)[C@H](O)[C@H]1O	12.5	-0.7
O=C(O)/C=C/C=C/c1ccccc1	-14.7	-0.3
CNC[C@@H]1Oc2c(NS(=O)(=O)c3ccc(F)cc3)cccc2C(=O)N([C@@H](C)CO)C[C@@H]1C	-3.4	.
CO[C@H]1CN(C)C(=O)c2ccc(NC(=O)C3CC3)cc2OC[C@@H](C)N(Cc2ccncc2)C[C@H]1C	6.9	0.1
Cc1ccc(S(=O)(=O)N(C)C[C@H]2Oc3ccc(NS(=O)(=O)c4cn(C)cn4)cc3C(=O)N([C@@H](C)CO)C[C@H]2C)cc1	.	-3.2
CC(CC(N)=O)OC(=O)c1cc(Cl)cc(O)c1O (centres undefined)	2.1	.
C[C@H]1CN([C@@H](C)CO)C(=O)c2cccc(NS(=O)(=O)c3cccs3)c2O[C@H]1CN(C)Cc1ccc2c(c1)OCO2	.	-1.1
CCCC(=O)Nc1ccc2c(c1)OC[C@H](C)N(Cc1cncnc1)C[C@@H](C)[C@H](OC)CN(C)C2=O	9.8	0.1
CN(C)C(=O)C[C@@H]1C[C@H]2c3cc(NC(=O)c4ccc5c(c4)OCO5)ccc3O[C@H]2[C@H](CO)O1	-2.3	-6.3
OC(COc1ccc2ccccc2c1Br)Cn1ccnc1 (centres undefined)	-11.4	19.8
COc1ccc(OC)c(NC(=O)c2c(NC(=O)CN3CCOCC3)sc3c2CCC3)c1	.	-0.2
O=S(=O)(N[C@@H]1CC[C@@H](CCn2cc(-c3ccccc3F)nn2)O[C@@H]1CO)c1ccc(F)cc1	5.9	-0.1
C[C@H]1CN([C@@H](C)CO)S(=O)(=O)c2ccc(C#CC3CC3)cc2O[C@@H]1CN(C)C(=O)C1CC1	-10.8	.
C[C@H](CO)N1C[C@H](C)[C@H](CN(C)Cc2ccc3c(c2)OCO3)OCCCC[C@H](C)Oc2ccc(NC(=O)C3CCCCC3)cc2C1=O	.	-0.8

Continuation:
SMILES	PRC2 inh	IDH1 mut inh
COc1ccc(NC(=O)Nc2ccc3c(c2)C(=O)N([C@H](C)CO)C[C@@H](C)[C@H](CN(C)C(=O)Nc2ccccc2)O3)cc1	.	-0.4
CCCNC(=O)Nc1ccc2c(c1)OC[C@H](C)N(Cc1ccc(-c3ccccn3)cc1)C[C@@H](C)[C@@H](OC)CN(C)C2=O	-8.9	-0.2
CCCN(C)C[C@H]1Oc2cc(-c3cccnc3)ccc2S(=O)(=O)N([C@@H](C)CO)C[C@H]1C	-16.3	0.2
CC(=O)N[C@H]1CC[C@@H](CCNC(=O)C2CCCC2)O[C@H]1CO	-3.0	-0.1
COc1cc(C)c(C(C)C)cc1S(=O)(=O)NC1CC(C)(C)NC(C)(C)C1	-1.8	-0.3
Cc1noc(C)c1NC(=O)N(C)C[C@@H]1Oc2ncc(/C=C/c3ccccc3)cc2C(=O)N([C@H](C)CO)C[C@H]1C	-3.7	0.0
CC(C)c1cn(CC[C@@H]2CC[C@H](NC(=O)Nc3cc(Cl)cc(Cl)c3)[C@H](CO)O2)nn1	-0.7	0.0
CCO[C@H]1OC(C(=O)NC2CC2)=C[C@@H](c2ccc(Br)cc2)[C@@H]1CCCO	4.7	.
CC(=O)Nc1sc2c(c1C(=O)O)CCc1ccccc1-2	11.1	2.0
CCCC(=O)Nc1ccc2c(c1)C(=O)N(C)C[C@@H](OC)[C@@H](C)CN(C(=O)C1CCCC1)[C@H](C)CO2	-2.4	-0.5
CCC(=O)Nc1ccc2c(c1)C(=O)N(C)C[C@H](OC)[C@@H](C)CN(C(=O)C1CC1)[C@@H](C)CO2	9.4	0.2
C[C@@H](O)C#Cc1cnc2c(c1)C(=O)N([C@@H](C)CO)C[C@H](C)[C@H](CN(C)Cc1cccc(F)c1)O2	-2.1	-0.9
CN(C)C(=O)C[C@@H]1CC[C@H](NC(=O)NC2CCCCC2)[C@@H](CO)O1	8.9	0.0
C[C@@H]1CN([C@@H](C)CO)C(=O)c2cccc(NC(=O)C3CCCCC3)c2O[C@@H]1CN(C)C(=O)NC1CCCCC1	.	-2.6
CNC[C@@H]1Oc2ccc(NC(=O)Nc3c(C)noc3C)cc2CC(=O)N([C@H](C)CO)C[C@@H]1C	5.7	.
CN1CCN(C(=O)C[C@@H]2C[C@H]3c4cc(NC(=O)C5CCOCC5)ccc4O[C@H]3[C@@H](CO)O2)CC1	3.0	-0.7
O=C(O)CCSc1nc2ccccc2s1	-3.9	1.2
C[C@@H]1CN([C@@H](C)CO)C(=O)c2cc(NS(=O)(=O)c3cn(C)cn3)ccc2O[C@H]1CN(C)Cc1ccc(C(F)(F)F)cc1	0.7	0.0
CCC(=O)Nc1ccc2c(c1)C(=O)N(C)C[C@@H](OC)[C@H](C)CN(Cc1ccccc1F)[C@H](C)CO2	-2.7	0.2
C[C@H](CO)N1C[C@H](C)[C@H](CN(C)S(=O)(=O)c2cn(C)cn2)Oc2ncc(C#Cc3ccccc3)cc2C1=O	.	-3.2
COc1c(C(=O)O)ccc2c1CCC(C)(C)O2	-5.3	0.4
O=C(Nc1cc(F)ccc1F)N[C@@H]1CC[C@@H](CCNC(=O)c2cnccn2)O[C@@H]1CO	4.1	0.3
C[C@H](CO)N1C[C@H](C)[C@H](CN(C)Cc2ccc3c(c2)OCO3)Oc2c(NS(C)(=O)=O)cccc2C1=O	2.6	0.0
COc1ccc(NC(=O)N(C)C[C@H]2OCCCC[C@H](C)Oc3ccc(NS(=O)(=O)c4c(C)noc4C)cc3C(=O)N([C@@H](C)CO)C[C@H]2C)cc1	.	-1.3
O=C(CSc1nnc(-c2ccco2)n1-c1ccccc1)c1ccc(F)cc1	-1.3	-0.3
COc1cc2nc(N3CCN(C(=O)C4CCCO4)CC3)nc(N)c2cc1OC (centres undefined)	.	-0.6
Cc1noc(C)c1NC(=O)Nc1ccc2c(c1)C(=O)N([C@@H](C)CO)C[C@H](C)[C@H](CN(C)C(=O)Nc1ccc(F)cc1)O2	.	1.6
O=C(C[C@@H]1CC[C@H](NC(=O)Nc2ccc(F)cc2)[C@H](CO)O1)NCc1ccccn1	-1.0	0.5
O=C(C[C@@H]1CC[C@H](NC(=O)C2CCOCC2)[C@@H](CO)O1)Nc1nccs1	-2.0	-0.8
CC/C=C\C/C=C\C/C=C\CCCCCCCCCC(=O)O	9.8	0.4

Of the compounds above, these have an aryl methoxy group:
SMILES	PRC2 inh	IDH1 mut inh
COc1ccccc1NC(=O)N[C@H]1CC[C@H](CC(=O)NCc2ccc(Cl)c(Cl)c2)O[C@@H]1CO	2.1	-0.2
COc1cc(Cl)c(C)cc1NC(=O)CN(C)S(=O)(=O)c1ccc(Br)cc1	4.0	0.2
COc1ccc(-c2ccc3c(c2)O[C@H](CN(C)C(=O)c2ccccc2F)[C@H](C)CN([C@@H](C)CO)S3(=O)=O)cc1	.	2.2
COc1ccccc1-c1cnc2c(c1)C(=O)N([C@H](C)CO)C[C@H](C)[C@@H](CN(C)CC1CCCC1)O2	.	0.0
COc1ccc(OC)c(NC(=O)c2c(NC(=O)CN3CCOCC3)sc3c2CCC3)c1	.	-0.2
COc1ccc(NC(=O)Nc2ccc3c(c2)C(=O)N([C@H](C)CO)C[C@@H](C)[C@H](CN(C)C(=O)Nc2ccccc2)O3)cc1	.	-0.4
COc1cc(C)c(C(C)C)cc1S(=O)(=O)NC1CC(C)(C)NC(C)(C)C1	-1.8	-0.3
COc1c(C(=O)O)ccc2c1CCC(C)(C)O2	-5.3	0.4
COc1ccc(NC(=O)N(C)C[C@H]2OCCCC[C@H](C)Oc3ccc(NS(=O)(=O)c4c(C)noc4C)cc3C(=O)N([C@@H](C)CO)C[C@H]2C)cc1	.	-1.3
COc1cc2nc(N3CCN(C(=O)C4CCCO4)CC3)nc(N)c2cc1OC (centres undefined)	.	-0.6
